STK33 inh: blocks human STK33 kinase activity; purified STK33, MBP phosphorylation, ADP-Glo luminescence; 320,000 tested, 0.073% active; inhibition, % at 10 µM; Q9BYT3;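 active = inhibition at or above 25%, using the most active replicate where run in duplicate; inactive = inhibition below 25%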
Target sequence (Q9BYT3 whole entry, looked up): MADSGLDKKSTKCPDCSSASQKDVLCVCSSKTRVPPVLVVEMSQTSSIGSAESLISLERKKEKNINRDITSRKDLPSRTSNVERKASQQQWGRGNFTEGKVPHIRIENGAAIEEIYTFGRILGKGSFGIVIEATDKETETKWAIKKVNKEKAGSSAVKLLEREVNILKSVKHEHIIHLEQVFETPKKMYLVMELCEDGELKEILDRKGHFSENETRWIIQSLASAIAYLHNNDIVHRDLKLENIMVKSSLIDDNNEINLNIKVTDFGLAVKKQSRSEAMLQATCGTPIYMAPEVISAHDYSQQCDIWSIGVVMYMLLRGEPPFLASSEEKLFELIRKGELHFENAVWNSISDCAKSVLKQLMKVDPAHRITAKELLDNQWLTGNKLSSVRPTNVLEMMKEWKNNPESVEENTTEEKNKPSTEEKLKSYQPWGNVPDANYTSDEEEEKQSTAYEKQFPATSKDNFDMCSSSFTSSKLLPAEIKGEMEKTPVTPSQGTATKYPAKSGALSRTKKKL
Kir21 inh: blocks the mouse Kir2.1 inward-rectifier potassium channel | P35561 | HEK293-Kir2.1, FluxOR thallium flux fluorescence; hits give low values | B-score at 10 µM | 310,000 tested, 0.85% active;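 active = fluorescence ratio B-score at or below minus 3 SD of library scores, with starting-brightness B-score within 2 SD, cut at about -4.2 in these data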;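 note: channel flux triggered by added potassium and thallium sulfate stimulus; B-score of peak minus minimum fluorescence over baseline after thallium stimulus; more negative B-score means stronger Kir2.1 block with less thallium influx; some compounds called inactive have numbers as strong as hits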
Target sequence (P35561 whole entry, looked up): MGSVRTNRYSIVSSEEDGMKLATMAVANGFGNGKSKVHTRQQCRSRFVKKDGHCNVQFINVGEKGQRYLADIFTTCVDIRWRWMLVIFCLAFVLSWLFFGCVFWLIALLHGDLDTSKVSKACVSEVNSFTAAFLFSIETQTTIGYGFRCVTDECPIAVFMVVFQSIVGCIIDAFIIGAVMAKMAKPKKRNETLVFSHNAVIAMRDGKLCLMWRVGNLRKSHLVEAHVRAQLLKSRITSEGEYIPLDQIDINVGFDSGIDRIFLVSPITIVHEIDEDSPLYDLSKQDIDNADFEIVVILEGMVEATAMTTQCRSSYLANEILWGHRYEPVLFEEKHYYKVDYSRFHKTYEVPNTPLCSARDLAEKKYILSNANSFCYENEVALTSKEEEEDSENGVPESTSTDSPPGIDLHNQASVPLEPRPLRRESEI
Numbers without * were called inactive; . = no result given.

SMILES	STK33 inh	Kir21 inh
CC1=NN(C(=O)c2cccc(Cn3nc(C)c([N+](=O)[O-])c3C)c2)C(O)(C(F)(F)F)C1 (stereo not given)	-1.6	1.5
COc1ccc2cc(/C(C)=N/NC(=O)C3CC3)ccc2c1	-1.7	1.6
CCNc1nc(Oc2ccc(Cl)cc2Cl)cc(C(F)(F)F)n1	-1.1	1.6
Cc1c(C)c2ccc(OC(C)C(=O)NCCN3CCOCC3)c(C)c2oc1=O (stereo not given)	-0.7	0.03
COc1ccc(N(CC(=O)Nc2ccc3c(c2)OCCO3)S(=O)(=O)c2c(C)nn(C)c2C)cc1	1.1	0.91
NC(=O)c1ccc(Oc2ncc(C(F)(F)F)cc2Cl)cc1	-1.9	0.95
COc1cccc(-c2nc3ccccc3c(=O)n2NC(=O)c2cccnc2Cl)c1	-1.7	0.06
CCCC(C(=O)NC1CCCC1)N(Cc1ccc(F)cc1)C(=O)c1snc(C(N)=O)c1N (stereo not given)	-0.9	-0.98
COc1ccccc1NCC(=O)N/N=C(\C)c1ccc(Br)s1	-1.1	0.49
CCn1c(=O)c2c3c(sc2n(C)c1=O)CCC3	-0.3	0.48

Quoted at random: four compounds from above
SMILES	STK33 inh	Kir21 inh
COc1cccc(-c2nc3ccccc3c(=O)n2NC(=O)c2cccnc2Cl)c1	-1.7	0.06
NC(=O)c1ccc(Oc2ncc(C(F)(F)F)cc2Cl)cc1	-1.9	0.95
Cc1c(C)c2ccc(OC(C)C(=O)NCCN3CCOCC3)c(C)c2oc1=O (stereo not given)	-0.7	0.03
COc1ccc(N(CC(=O)Nc2ccc3c(c2)OCCO3)S(=O)(=O)c2c(C)nn(C)c2C)cc1	1.1	0.91

Next compounds
SMILES	STK33 inh	Kir21 inh
COC(=O)c1ccc(COc2cccc(C)c2C)cc1	-1.8	0
CSCCC(NC(=O)COc1ccccc1)C(=O)N1CCCC(C)C1 (stereo not given)	-0.7	-0.39
Cc1sc(NC(=O)c2ccccc2)c(C(c2ccccn2)N2CCN(CCO)CC2)c1C (stereo not given)	-1.4	-0.95
COc1ccc(C(=O)Nc2ccc3ccccc3n2)c(OC)c1OC	0.1	0.3
COc1ccc(-c2nc3n(c(=O)c2C#N)CCS3)cc1	-1.4	-1.2
CCc1nnc2c(N(C)C)nc3ccccc3n12	-1.5	0.01
Cc1cccc(NS(=O)(=O)c2cc([N+](=O)[O-])ccc2C)n1	0.7	-0.6
Cc1cc(C)c(NC(=O)C2=CCN(S(=O)(=O)c3ccc(F)cc3)CC2)c(C)c1	-4.7	0.18
Cn1c(=N)n(CC(=O)c2cccs2)c2ccccc21	1.2	0.4
Cc1ccccc1NC(=O)c1ccccc1	2.7	-2.3

Quoted from the listing:
CCCC(C(=O)NC1CCCC1)N(Cc1ccc(F)cc1)C(=O)c1snc(C(N)=O)c1N (stereo not given) in STK33 inh has -0.9
NC(=O)c1ccc(Oc2ncc(C(F)(F)F)cc2Cl)cc1 in Kir21 inh has 0.95
CCc1nnc2c(N(C)C)nc3ccccc3n12 in STK33 inh has -1.5
Cc1sc(NC(=O)c2ccccc2)c(C(c2ccccn2)N2CCN(CCO)CC2)c1C (stereo not given) in STK33 inh has -1.4

Record cards (already shown). Values in the order: STK33 inh, Kir21 inh
COc1ccc(C(=O)Nc2ccc3ccccc3n2)c(OC)c1OC reads 0.1, 0.3
COc1ccc(-c2nc3n(c(=O)c2C#N)CCS3)cc1 reads -1.4, -1.2

Next entries.
SMILES	STK33 inh	Kir21 inh
Cc1ccc(N2C(=O)CC(C)(C)CC2=O)cc1Cl	-0.3	1.1
C/C(=N/N=C1\SCC(=O)N1c1ccccc1)c1ccc(C)cc1	-1.2	0.01
COCCCNC(=O)CSc1nc2cc3c(cc2c(=O)n1CCCC(=O)NCc1ccc(OC)cc1)OCO3	-0.2	0.1
C/C(=N\NC(=O)c1ccc(NS(=O)(=O)c2cccs2)cc1)c1ccc(O)cc1O	0.6	0.24
COc1ccc(Cc2nnc(NC(=O)c3ccc(OC)c(OC)c3)s2)cc1OC	0.0	0.19
COc1ccc(S(=O)(=O)n2nc(C)c(S(=O)(=O)N3CCOCC3)c2C)cc1	0.5	-1.6
COc1ccc(Cc2nc(-c3ccncc3)no2)cc1	0.5	-1.1
CC1SC(C)C(=O)N(CC(=O)NCc2ccc(F)cc2)C1=O (stereo not given)	0.2	-0.76
Cc1ccc(S(=O)(=O)Nc2ccccc2C(=O)N2CCCCC2C)c(C)c1NS(C)(=O)=O (stereo not given)	-1.5	1.4
O=C(Nc1ccccc1C(=O)O)c1cccc(N2C(=O)c3ccccc3C2=O)c1	-0.3	-0.02
Cc1ccc(S(=O)(=O)N(C)CC(=O)N2CCN(C(=O)c3ccco3)CC2)cc1	0.0	0.86
O=C(Nc1ccc2c(c1)COC2=O)c1ccc(Cl)c(Cl)c1	1.0	-0.11
Cn1c(N2CCC(C(N)=O)CC2)nc2c1c(=O)n(Cc1cccc(Br)c1)c(=O)n2C	.	-1.1
COc1cc(CC(=O)OCC(=O)c2ccc[nH]2)cc(OC)c1OC	0.3	.
Cc1ccc(CNC(=O)CCS(=O)(=O)c2ccc(Br)cc2)cc1	.	-0.05
Cc1ccc(C)c(OCC(=O)Nc2ccc(S(=O)(=O)Nc3onc(C)c3C)cc2)c1	-0.7	0.34
COc1ccc(C2CC(c3ccc4ccccc4c3)=NN2C(=O)CNC2CCCCC2)cc1 (stereo not given)	-0.9	-1.5
COc1ccc(NC(=O)Cc2nnc(SCC(=O)c3ccccc3)n2C)cc1	-0.7	0.47
CN(Cc1ccccc1)C(=S)NC(=O)C1CCCCC1	0.7	-0.15
O=C(C1CCCN(S(=O)(=O)c2ccccc2[N+](=O)[O-])C1)N1CCCC1 (stereo not given)	-1.2	-2.1
CCOc1ccc(/C=C2/SC(=S)N(CCC(=O)Nc3ccc(C(=O)O)cc3)C2=O)cc1	-2.2	0.06
Cc1cc(=S)nc(-c2ccccn2)[nH]1	-4.1	1.2
CC(C)CC(CO)N1CCN(C(=O)c2ccccc2)CCC1=O (stereo not given)	-1.5	1.1
CCCCn1c(SCC(=O)c2ccc3c(c2)OCCO3)nnc1-c1ccco1	0.8	-0.39
CCCCNc1c(-c2cccc(SC3CCCCC3)c2)nc2ccc(Cl)cn12	-1.2	0.61
CCCOc1ccc(C(=O)NCc2cccnc2)cc1	-0.4	-1.1
CC(CN1C(C)CCCC1C)OC(=O)c1ccccc1Br (stereo not given)	-1.9	1.1
CN(/C=C/C(=O)C(F)(F)F)Cc1ccccc1	-1.8	0.3
CC(=O)CSc1ccc(C(=O)O)cn1	-4.3	-0.79
COCCN(C(=S)Nc1ccccc1C)C(C)c1cccs1 (stereo not given)	0.0	0.45
O=C(Cn1c(=O)oc2ccccc21)Nc1ccc(S(=O)(=O)N2CCCCC2)cc1	-1.5	0.63
CCOC(=O)N1CCN(CC(=O)Nc2ccc(OC)cc2)CC1	-0.4	-0.01
C1CCc2c(nnc3c2-c2nonc2CC3)C1	-1.8	-0.29
COC(=O)c1ccc(Nc2nc(-c3ccncc3)nc3ccccc23)cc1	-0.8	2
O=C(Nc1ccc(Cl)c(Cl)c1)OCCNC(=O)c1cccc(Cl)c1	2.6	-0.55
COC(=O)CC1Oc2ccccc2N(Cc2ccccc2)C1=O (stereo not given)	-0.5	-1.2
COc1cccc(NC(=O)CCNC(=O)Cn2ccc3ccccc3c2=O)c1	-0.1	-0.34
C=CCOC(=O)C1=C(C)NC(C)=C(C(=O)OCC=C)C1c1cn(-c2ccccc2)nc1-c1ccco1	-0.1	2.1
COC(=O)C1=C(C)N(Cc2ccco2)C(=O)C1	-2.3	0.04
COc1ccccc1N1CCN(C(=O)COc2cccc(C)c2C)CC1	.	-0.18
O=Cc1ccnc(-c2ccc(OC(=O)c3ccco3)cc2)n1	0.6	-5.4*
Cc1ccc(S(=O)(=O)NCCC(=O)NCc2cccnc2)cc1	0.0	0.54
Cc1ccc(-c2nc3cccnc3s2)cc1NC(=O)C1c2ccccc2Oc2ccccc21	.	-1.5
Clc1ss/c(=N\c2ccccn2)c1Cl	0.0	0.59
CN(NC(=O)c1ccccc1)C1=NS(=O)(=O)c2ccccc21	-0.5	1.2
CCOc1ccc(NC(=O)CN(C)C(=O)c2ccc(N3CCOCC3)c([N+](=O)[O-])c2)cc1OCC	-1.9	0.4
O=C(COc1ccc(-n2ccnc2)cc1)Nc1cccc(F)c1	-1.1	-1.9
Cc1c(NC(=S)N/N=C/c2ccc([N+](=O)[O-])cc2O)c(=O)n(-c2ccccc2)n1C	-1.2	-2.8
Cc1ccc(S(=O)(=O)NCC(=O)OCC(=O)N2CCN(C(=O)c3ccco3)CC2)cc1C	.	1.2
O=C(NNC(=O)C1COc2ccccc2O1)c1cccc([N+](=O)[O-])c1 (stereo not given)	0.1	-0.78

Carrying on:
SMILES	STK33 inh	Kir21 inh
COc1ccc(-c2nn(-c3ccccc3)cc2C#N)cc1	-1.4	0.5
COc1ccc(S(=O)(=O)N2CCN(CC(=O)Nc3sccc3C(N)=O)CC2)cc1OC	-0.2	.
CCOC(=O)C1CCN(c2c(NCc3ccc(N(C)C)cc3)c(=O)c2=O)CC1	0.5	-0.95
Cc1ccc(CNc2oc(COc3ccccc3Cl)nc2C#N)cc1	-0.9	0.42
CCC12CN3CC(CC)(CN(C1)C3c1ccc(OC(C)C)cc1)C2=O (stereo not given)	-0.8	0.97
Cc1noc(NS(=O)(=O)c2ccc(NC(=O)C(C)(C)C)cc2)c1C	-0.3	0.09
COc1ccc(C(=O)Nc2ccccc2N2CCOCC2)cc1S(=O)(=O)N1CCCC1	-0.1	.
O=C(CSc1nc2[nH]ncc2c(=O)n1-c1ccccc1)N1CCCCCC1	-1.2	-0.28
CC(=O)c1cccc(NC(=O)c2cc(C)no2)c1	0.0	-0.16
CCc1nc2ccc(F)cc2c(C(=O)NC2CCCCC2C)c1C (stereo not given)	-1.4	0.03
CCS(=O)(=O)N1CCC(C(=O)OCC(=O)c2ccc(Br)cc2)CC1	0.0	0.12
C/C(=N\NC(=O)COc1ccc(C(C)(C)C)cc1)c1ccccc1	-0.6	0.59
CC1CCCN(CCOCCOc2ccc(Br)cc2Cl)C1 (stereo not given)	-0.7	-1.3
CC(C)n1nnnc1SCC(=O)NCc1ccc2c(c1)OCO2	-3.1	-2.3
Nc1cc(N)nc(SCC(=O)c2ccc3c(c2)NC(=O)CO3)n1	-0.6	-1.3
O=C(N/N=C\c1ccc(S(=O)(=O)O)o1)c1ccc2c(c1)OCO2	-0.5	0.4
Cc1csc(NC(=O)CSc2ccccc2F)n1	0.2	-0.43
CCC(C)(C)c1ccc(OCCCC[n+]2ccc(C)cc2)c(C(C)(C)CC)c1	4.0	-4.9*
Cc1cc(Br)c(S(=O)(=O)NCc2ccncc2)cc1C	-2.3	-0.29
Cc1ccc2nc(Cl)c(/C=N/n3c(C)nnc3C)cc2c1	11	-0.48
Cc1ccc2c(c1)N(CC(=O)Nc1ccccc1F)C(=O)CO2	-1.4	-0.66
O=C(Nc1nc(-c2ccccn2)cs1)c1ccc([N+](=O)[O-])o1	1.5	-0.95
Cn1cc(SCC(=O)Nc2ccc3c(c2)OCO3)c2ccccc21	-0.6	-0.98
O=[N+]([O-])c1ccc(N2CCOCC2)cc1O	-1.1	0.35
CC(C)CC(NC(=O)OC(C)(C)C)c1cn([C@@H](Cc2cc3ccccc3[nH]2)C(=O)N2CCN(C(=O)OC(C)(C)C)CC2)nn1 (stereo not given in full)	0.1	0.88
CC1(C)CC(c2nc(-c3ccc(Cl)cc3)cs2)CCS1 (stereo not given)	-1.4	0.15
Cc1cc(NCc2ccco2)nc(N2CCC(C(=O)NC3CCCCC3)CC2)n1	0.0	-0.43
CN(Cc1ccccc1)C(=O)COC(=O)c1cc(NS(=O)(=O)c2cccs2)ccc1O	-0.6	-0.05
COc1ccc(NC(=O)NCCCN2CCCCC2C)cc1 (stereo not given)	0.0	0.33
COC(=O)c1c(-c2snnc2C)n[nH]c1C	-1.1	0.07
COc1ccccc1OCCn1cc(/C=N/NC(N)=S)c2ccccc21	-1.4	-1.9
CCc1ccc(N2C(=O)CN(Cc3ccc(OC)c(OC)c3)C2=S)cc1	0.2	-0.29
Cc1ccccc1OCC(=O)NN1C(=O)C2C3C=CC(O3)C2C1=O (stereo not given)	-1.0	2.9
CCCCOc1ccc(Cl)cc1Nc1nc(NCCO)nc(N2CCCC2)n1	-1.4	1.2
COc1ccc(N(CC(=O)NCCSc2ccccn2)S(C)(=O)=O)cc1	-0.8	0.56
CCOc1ccc(NC2=C(OC)C(=O)c3ccccc3C2=O)cc1	-0.5	1.2
O=[N+]([O-])c1ccc(Cl)c(S(=O)(=O)Nc2cccc(-c3ccc(N4CCCC4)nn3)c2)c1	0.2	2.7
C/C(=N\Nc1nc(N)cc(Cl)n1)c1cccc(N)c1	-1.2	0.01
CCCCNC(=O)CSc1nccn1Cc1ccccc1	0.0	1.8
CNC(=O)CSc1nnc(-c2ccco2)n1-c1ccc(C)cc1	0.3	1.1
COc1ccc(OCC(=O)NNC(=O)C(=O)Nc2cc(OC)ccc2OC)cc1	-0.9	-0.4
CCC/C(O)=C1\C(=O)CC(C)(C)CC1=Nc1ccc(OC)cc1	0.6	-0.54
O=C(O)c1cncc(C#CCC2CCCCC2)c1	1.7	-1.6
Cc1ccc(SCc2ccc(C(=O)Nc3ccccc3Br)cc2)cc1	-4.9	1.6
Cc1ccc(NC2c3ncccc3C(=O)N2Cc2ccco2)c(C)c1 (stereo not given)	-0.9	-0.69
Cc1ccc(Nc2nc(-c3sc(NC(=O)c4ccco4)nc3C)cs2)cc1	0.1	0.02
COc1cc2c(cc1OC)CN(C(=S)Nc1ccc(Cl)cc1)CC2	-0.6	0.45
COc1cc(CN(CCN(C)C)Cc2ccccc2)ccc1OCc1ccccc1	-0.4	-2.9

Bioassay records (PubChem BioAssay)
